# Bfl-1 Bim block: disrupts Bim binding to human Bfl-1 | actives 0.12% (n = 190,000) | Q16548 | inhibition, % at 10 µM | Bead-based flow cytometry, Bim-Bfl-1 binding inhibition;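 further: 0% = wells without compound plus tracer and 100% = blocker peptide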
# Rab2 wt GTP: changes GTP binding to wildtype dog Rab2A, up or down. P61105. GST-Rab2 wt beads, Bodipy-GTP binding, flow cytometry. GTP binding activity, % at 10 µM. actives 0.19% (n = 190,000);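 active means GTP binding activity at least 20 points away from 100%, either lowered or raised; inconclusive means signal likely due to the compound's own green fluorescence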;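 further: 0% = beads with excess unlabeled GTP and 100% = no-compound control corrected for plate trend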
# Bcl-2 Bim block: human Bim-Bcl-2 interaction inhibition; Bead-based flow cytometry, Bim peptide-Bcl-2 binding; inhibition, % at 10 µM; actives 0.06% (n = 190,000); AID 950; in the data active means inhibition above about 40%; inconclusive means no clear call, values can overlap the other calls;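 further: 0% = no compound wells with probe peptide and 100% = reference peptide inhibitor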
# Target sequence (P10415 whole entry, looked up): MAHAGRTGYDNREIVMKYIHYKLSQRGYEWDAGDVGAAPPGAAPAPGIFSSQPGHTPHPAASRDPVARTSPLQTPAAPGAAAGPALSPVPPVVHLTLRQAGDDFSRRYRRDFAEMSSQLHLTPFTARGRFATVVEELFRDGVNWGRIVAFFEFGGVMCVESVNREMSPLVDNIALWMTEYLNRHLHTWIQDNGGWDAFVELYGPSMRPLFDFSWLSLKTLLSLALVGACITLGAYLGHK
# Rac1 wt GTP bind: human Rac1 wildtype GTP binding, inhibitors and activators. actives 0.27% (n = 190,000). GTP binding activity (% of control), % at 10 µM. GST-Rac1 beads, fluorescent GTP binding, flow cytometry; actives lie on both sides; 0 = cold GTP competed, 100 = untreated. P63000;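 active means GTP binding activity at least 20 points away from the 100% control level, either lower or higher; inconclusive means compound flagged as likely green fluorescent, judged across all proteins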
# Rac1 mut GTP: modulators of GTP binding to human Rac1 activated mutant | actives 0.11% (n = 190,000) | P63000 | percent activity (GTP binding), % at 10 µM | GST-Rac1 activated beads, fluorescent GTP binding, flow cytometry; actives lie on both sides; 100% means binding = to untreated wells;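 active means GTP binding at least 20 percentage points away from the 100% baseline, in either direction, so actives lie on both sides; inconclusive means Compound likely fluorescent itself, or too few beads counted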
# Bcl-W Bim block: human Bim-Bcl-W interaction inhibition. Q92843. bead-based flow cytometry, Bim peptide-Bcl-W binding. actives 0.02% (n = 190,000). inhibition, % at 10 µM;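 further: 0% = bound tracer without compound and 100% = peptide blocker; higher means less fluorescent Bim peptide bound to Bcl-W beads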
# Bcl-XL Bim block: disrupts Bim peptide binding to human Bcl-XL; actives 0.04% (n = 190,000); bead flow cytometry, fluorescence; Q07817; inhibition, % at 10 µM
# Target sequence (Q07817 whole entry, looked up): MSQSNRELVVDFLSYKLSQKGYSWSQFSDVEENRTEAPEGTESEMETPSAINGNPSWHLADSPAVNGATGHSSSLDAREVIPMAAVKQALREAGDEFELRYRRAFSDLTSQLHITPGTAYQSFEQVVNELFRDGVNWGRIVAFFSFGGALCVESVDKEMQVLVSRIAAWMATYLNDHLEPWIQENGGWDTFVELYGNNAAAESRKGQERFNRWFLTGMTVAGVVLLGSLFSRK
# Cdc42 wt GTP: changes GTP binding to wildtype human Cdc42; P60953; GST-Cdc42 beads, Bodipy-GTP binding, flow cytometry; actives lie on both sides; percent activity (GTP binding), % at 10 µM; actives 0.2% (n = 190,000);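 active means percent activity GTP binding at least 20 points away from the 100% baseline, either down as inhibitor or up as activator; inconclusive means compound flagged as likely green fluorescent from well-wide comparison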;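 further: median bead fluorescence of bound Bodipy-FL-GTP at 100 nM; 0% = excess unlabeled GTP control and 100% = no compound control; below 100% means less GTP binding so inhibitor and above means activator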
# Target sequence (P60953 whole entry, looked up): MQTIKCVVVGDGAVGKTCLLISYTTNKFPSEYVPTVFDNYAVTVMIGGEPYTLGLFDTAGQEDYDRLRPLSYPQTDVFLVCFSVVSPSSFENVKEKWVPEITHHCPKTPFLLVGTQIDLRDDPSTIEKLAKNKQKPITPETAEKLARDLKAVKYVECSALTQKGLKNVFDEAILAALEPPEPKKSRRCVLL
# Rab7 wt GTP bind: dog Rab7 wildtype GTP binding, inhibitors and activators; GST-Rab7 beads, fluorescent GTP binding, flow cytometry; actives lie on both sides; untreated = 100%, excess cold GTP = 0%; GTP binding activity (percent of control), % at 10 µM; actives 0.055% (n = 190,000);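 active means fluorescent GTP binding to Rab7 beads changed by at least 20 points from the 100% baseline, either direction, mostly lower; inconclusive means compound itself probably fluorescent, or too few beads counted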;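 further: median green fluorescence of bound Bodipy-FL-GTP per Rab7 bead population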
# HRas wt GTP bind: human HRas wildtype GTP binding, change in either direction. actives 0.14% (n = 190,000). GTP binding activity, % at 10 µM. GST-Ras wt beads, Bodipy-FL-GTP binding, flow cytometry; actives lie on both sides;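 active means GTP binding activity at least 20% away from the 100% baseline, either lowered as inhibitor or raised as activator; inconclusive means flagged as likely green fluorescent, judged across all proteins in the well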;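 further: 0% = unlabeled GTP competition control and 100% = no-compound control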
# Target sequence (P01112 whole entry, looked up): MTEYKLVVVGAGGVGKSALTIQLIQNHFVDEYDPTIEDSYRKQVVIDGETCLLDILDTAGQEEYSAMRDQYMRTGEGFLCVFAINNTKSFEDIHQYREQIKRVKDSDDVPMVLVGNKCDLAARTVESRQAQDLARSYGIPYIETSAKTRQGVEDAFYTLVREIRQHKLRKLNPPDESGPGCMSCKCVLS
# Bcl-B Bim block: inhibitors of Bim-Bcl-B interaction, human | Q9HD36 | inhibition, % at 10 µM | bead-based flow cytometry, Bim peptide-Bcl-B binding | actives 0.073% (n = 190,000);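 further: 0% = tracer peptide without compound and 100% = reference inhibitor peptide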
# * hit, by the source's call; ? = inconclusive. Unless noted, no stated cut-off is given here; in the data, active means inhibition above about 40%. Rows were taken by chance. Share with any hit: about 0.62%.
SMILES,Bfl-1 Bim block,Rab2 wt GTP,Bcl-2 Bim block,Rac1 wt GTP bind,Rac1 mut GTP,Bcl-W Bim block,Bcl-XL Bim block,Cdc42 wt GTP,Rab7 wt GTP bind,HRas wt GTP bind,Bcl-B Bim block
C=CCSc1nnc(NC(=O)CSc2nc(CCC)cc(=O)[nH]2)s1,1,99,3,101,96,-3,1,97,99,100,1
C/C(CC(=O)NC(C)(C)C)=N\NC(N)=S,-4,99,1,103,98,0,-2,100,102,100,-7
Nc1nc(SCC(=O)c2ccc(F)cc2)n[nH]1,-7,97,-3,101,94,-2,-3,96,101,101,-7
CCNC(=O)COC(=O)c1csc2c1CCCC2,-5,95,-6,103,98,-9,-14,97,101,98,-10
CCOC(=O)c1c(NC(=O)C2c3ccccc3Oc3ccccc32)sc(C(=O)N(CC)CC)c1C,-10,99,-8,104,96,-1,-8,98,104,100,-13
COC(=O)c1ccc(NC(=O)CCN2CCN(c3ccccc3)CC2)cc1,-3,94,-3,92,90,-1,-4,95,96,96,-5
CCOc1ccc(NC(=O)c2ccc(OC)cc2)cc1,3,94,0,94,95,0,0,96,96,97,-1
Cc1cc(C)c(S(=O)(=O)n2c([N+](=O)[O-])cnc2C)cc1C,-8,98,-6,107,97,-5,-6,105,102,100,-8
COC(=O)c1ccc(CSc2nncn2C)cc1,-1,100,-1,100,98,-1,-3,105,97,100,0
C=CCn1c(C)cc(-c2csc(NCC)n2)c1C,7,96,7,100,96,5,3,96,97,96,9
COc1cccc(CNc2ccc(C)c(Cl)c2)c1,-5,104,0,100,93,0,-1,97,102,95,-1
Nc1c(S(=O)(=O)c2cccs2)c2nc3ccccc3nc2n1Cc1ccc2c(c1)OCO2,8,94,7,93,93,14,7,92,91,93,8
NS(=O)(=O)c1ccc(CNC(=O)C2CCCCC2)cc1,-5,99,-8,98,99,-2,-13,97,96,97,-9
COc1cccc(/C=N/Nc2nc(N3CCCC3)nc(N3CCCC3)n2)c1O,0,100,-2,102,99,-3,-2,103,98,102,-2
Cc1ccc(C)c(NC(=S)NC(NC(=O)OCc2ccccc2)C(Cl)(Cl)Cl)c1 (stereo not given),0,102,-1,104,101,-8,-7,97,98,101,-9
CCOC(=O)COc1c(OC)cc(Cl)cc1C1Nc2ccccc2C(=O)N1c1ccccc1 (stereo not given),0,99,0,103,99,0,0,100,96,100,0
O=C(CCCN1C(=O)/C(=C\c2cccs2)SC1=S)Nc1ccccn1,-6,95,-4,97,94,-2,1,94,103,97,-7
COC(=O)c1ccccc1N(Cc1ccccc1)S(C)(=O)=O,0,103,-1,103,101,1,0,103,92,101,1
c1ccc(-c2onc3cc4c(cc23)OCCO4)cc1,0,100,0,101,99,0,-4,104,99,101,0
COCCCNC(=O)c1ccc(CNS(=O)(=O)c2ccc(NC(C)=O)cc2)cc1,-7,98,-1,104,100,-6,-5,98,95,100,-1
CCNc1cc2n(c(=O)n1)CCc1cc(OC)c(OC)cc1-2,1,86,1,86,87,9,13,88,87,86,15
Clc1ccc(CNc2ccc3nnc(-c4ccccc4)n3n2)cc1,-2,97,-3,98,97,-6,-5,98,94,97,-5
O=C(Nc1ccc(Cl)c(Cl)c1)Oc1ccc(NC(=O)c2ccco2)cc1,0,93,-7,92,93,-3,0,93,96,92,-2
Cc1cccc2c1N(C)C(=O)C2=O,-2,100,-2,100,97,-1,-4,99,91,95,-1
S=C(Nc1cccc(Cl)c1)Nc1ccc2cn[nH]c2c1,4,95,-1,96,94,-2,-5,94,100,95,-11
Cc1nnc(SCc2ccc(Cl)cc2)nc1/C=C/N(C)C,-4,96,0,95,96,-1,4,96,94,95,-9
CCN(Cc1ccncc1)C(=S)NCc1ccccc1,-2,94,-3,96,93,-4,-3,92,92,93,-11
C[C@@H]1C[C@H]2[C@@H]3CCC4=CC(=O)C=C[C@]4(C)[C@@]3(F)[C@@H](O)C[C@]2(C)[C@H]1C(=O)CO,0,99,-1,106,102,-1,-4,100,96,99,-3
O=C(Nc1ccc(NC(=O)c2sc3ccccc3c2Cl)cc1)c1ccco1,-12,97,-12,104,102,-10,-16,101,100,102,-15
CCC/C(=N/NC(=O)c1ccc2c(c1)OCO2)c1cccs1,-2,97,-3,101,95,-5,-6,98,97,98,-6
CC1=C(C)[N+](=O)C2CCCCC2N1[O-] (stereo not given),-2,99,-2,103,97,-1,-4,103,97,100,0
Cc1ccc(/C=N/n2c(C3CCCCC3)n[nH]c2=S)o1,-6,99,-5,99,95,-2,-11,99,97,99,-32
CC(NC(=O)Nc1ccc([N+](=O)[O-])cc1)C(c1ccccc1)N1CCOCC1 (stereo not given),1,93,-3,94,92,0,0,89,97,92,-1
CC1=Nc2ccc3ccccc3c2C1(C)C,-6,103,-1,99,98,-4,-2,99,107,101,-8
Cc1cc(C)cc(NC(=O)CCN2CC(C)OC(C)C2)c1 (stereo not given),-6,103,-6,99,98,-2,-1,103,100,102,0
COc1ccc(N2CCN(C3CC(=O)N(C)C3=O)CC2)cc1 (stereo not given),-10,99,-9,99,98,-2,-7,100,97,98,-6
CCn1ncc(Br)c1C(=O)Nc1ccc(C(=O)OC(C)C)cc1,-2,98,-3,100,96,0,-3,95,97,98,-3
O=C(COc1ccc(F)cc1)Nc1nnc(-c2ccncc2)s1,-1,99,-2,101,98,-4,-6,101,99,99,-7
CC(=O)NCCC(=O)Nc1cc(S(=O)(=O)N2CCOCC2)ccc1N1CCOCC1,-7,99,-8,100,100,-3,-3,100,96,98,-8
CCCCCC(=O)NCc1c(C(F)(F)F)nn(C)c1N1CCOCC1,-4,99,-7,100,98,-2,-5,99,97,97,-3
Cc1cccc(N2CC(O)(c3cccs3)[N+]3=C2CCCCC3)c1 (stereo not given),0,96,1,98,99,0,-2,91,97,98,2
Cc1cccc(NC(=S)NC2CCN(Cc3ccccc3)CC2)c1C,-4,100,-1,103,99,-7,-6,103,102,100,-2
COc1ccc2nc(N3CCCC(O)C3)c(C#N)cc2c1 (stereo not given),2,93,0,96,94,0,-1,97,98,96,0
CC(=O)C1=C(C)NC(=O)NC1c1cc(Br)ccc1OCC(N)=O (stereo not given),-17,101,-7,102,99,-1,-6,98,103,97,-7
O=S(=O)(NCc1ccccn1)c1ccccc1,-11,?,-11,?,?,0,-6,?,?,?,-8

# Sorted by molecular weight (highest first): six of the compounds above
SMILES,Bfl-1 Bim block,Rab2 wt GTP,Bcl-2 Bim block,Rac1 wt GTP bind,Rac1 mut GTP,Bcl-W Bim block,Bcl-XL Bim block,Cdc42 wt GTP,Rab7 wt GTP bind,HRas wt GTP bind,Bcl-B Bim block
CCn1ncc(Br)c1C(=O)Nc1ccc(C(=O)OC(C)C)cc1,-2,98,-3,100,96,0,-3,95,97,98,-3
CCCCCC(=O)NCc1c(C(F)(F)F)nn(C)c1N1CCOCC1,-4,99,-7,100,98,-2,-5,99,97,97,-3
Cc1cccc(NC(=S)NC2CCN(Cc3ccccc3)CC2)c1C,-4,100,-1,103,99,-7,-6,103,102,100,-2
COc1ccc(N2CCN(C3CC(=O)N(C)C3=O)CC2)cc1 (stereo not given),-10,99,-9,99,98,-2,-7,100,97,98,-6
Cc1ccc(/C=N/n2c(C3CCCCC3)n[nH]c2=S)o1,-6,99,-5,99,95,-2,-11,99,97,99,-32
CC1=Nc2ccc3ccccc3c2C1(C)C,-6,103,-1,99,98,-4,-2,99,107,101,-8

# Later entries.
SMILES,Bfl-1 Bim block,Rab2 wt GTP,Bcl-2 Bim block,Rac1 wt GTP bind,Rac1 mut GTP,Bcl-W Bim block,Bcl-XL Bim block,Cdc42 wt GTP,Rab7 wt GTP bind,HRas wt GTP bind,Bcl-B Bim block
Cc1cccc(-c2n[nH]c(=S)n2/N=C/c2ccc(C)s2)c1,1,98,2,96,99,5,0,96,98,97,2
COc1ccc(-c2cc(N)n(S(=O)(=O)c3ccc(C)cc3)n2)c(OC)c1,-9,101,-5,97,95,-1,-3,98,101,99,-7
O=C(O)/C=C/c1ccc(S(=O)(=O)N2CCCCCC2)cc1,-2,94,0,100,94,1,0,95,94,96,0
CCCNc1ncnc2nc[nH]c12,-9,99,-5,103,99,6,0,102,98,99,-4
Cc1nc2c(nnn2Cc2ccccc2)c(=O)[nH]1,-5,?,1,?,?,1,3,?,?,?,7
CC(C)(C)[C@H]1C=C(C(=O)Nc2ccccc2)O[C@@H](OCc2ccc(CO)cc2)C1,-4,98,-2,98,97,0,-1,96,103,97,-2
COC(=O)c1cccc(NC(=O)c2cccs2)c1C,-15,99,-9,103,101,0,-6,101,99,100,-7
Cc1ccc2c(C(=O)CN3CCCCC3CCO)c(C)[nH]c2c1 (stereo not given),-2,103,0,98,97,-2,-1,100,103,101,-1
CO/N=C/NC(=O)N1OC[C@@H]2COc3ccc4ccccc4c3[C@@H]21,-16,98,-8,100,96,-3,-3,97,101,100,-8
O=C(Cn1c(N2CCN(C/C=C/c3ccccc3)CC2)nc2ccccc21)c1ccccc1,0,93,-2,96,94,0,0,96,96,94,21
CN1Cc2c(N3CCOCC3)nc(SCc3ccccc3)c(C#N)c2CC1(C)C,-7,96,-6,98,97,2,-1,99,101,101,-5
O=C(N/N=C/c1ccncc1)c1cc(Br)ccc1OCc1ccccc1,-4,98,-4,102,101,-6,-5,104,98,98,-3
Cc1ccc(NC(=O)CNCc2ccccn2)cc1S(=O)(=O)N(C)C,-6,100,-4,97,94,0,0,98,101,98,-5

# Source: PubChem BioAssay (NMMLSC)
